AHR activator = activators of human aryl hydrocarbon receptor | 320,000 tested, 2.5% active | AHR-responsive luciferase reporter cells, luminescence | AID 2796 | activation, % at 5 µM; in the data active means activation above about 47%;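 further: 0% = vehicle wells and 100% = reference agonist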
Fh CTSL1 inh = blocks F. hepatica cathepsin L1 in PFM18AAP counter-screen; AID 1906; inhibition, % at 5.96 µM; 300,000 tested, 0.49% active; recombinant F. hepatica cathepsin L1, Z-Leu-Arg-MCA fluorescence;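 active means inhibition above the mean of all tested compounds plus 3 SD, set per screening campaign, cut at about 17% in these data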;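 further: 0% = plate median of test compound wells and 100% = 1 µM Z-Phe-Ala-diazomethylketone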
procasp7 counter = activates human procaspase-7, counter-screen for procaspase-3 activators; recombinant procaspase-7, Ac-DEVD-pNA absorbance 405 nm; D23A/D198A/D206A triple mutant, cannot self-cleave; scale: DMSO 0, 5 µM enzyme 100; activation, % at 8.5 µM; 330,000 tested, 0.093% active; P55210;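 active means percent activation above the screen-wide mean plus 3 SD, cut at about 25% in these data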
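buffer or medium = Zinc-free HEPES/NaCl buffer, pH 7.4 | material = Procaspase-7 triple mutant (PC-7 D3A) | input = 2 µM procaspase-7 mutant as dispensed | signal = Epi-absorbance of released pNA at 405 nm, two timepoints | timing = 1 h preincubation, 2 h reaction | replicates = singlicate compound testing | evaluation = % activation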
core dimer inh = HCV core protein dimerization inhibition | TR-FRET GST/Flag-core106 dimerization, 1536-well | inhibition, % at 5 µM | 300,000 tested, 0.33% active;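 active means inhibition above the mean of all tested compounds plus 3 SD, set per screening campaign, cut at about 45% in these data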
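System: GST/Flag-tagged HCV core106 proteins. Incubation: compound-protein-antibody incubation 4 h at 22.5 °C. Technique: HTRF with 340 nm excitation, 617/671 nm emission. Medium: KF-containing HEPES buffer, pH 7.45, DTT, CHAPS, BSA. Read-out: inhibition (%) from 671 over 617 nm ratio. Also added: Eu(K)-anti-GST 90 ng/mL plus XL665-anti-Flag 1 µg/mL.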
proCasp3 act = activates human procaspase-3; recombinant procaspase-3 D3A, Ac-DEVD-pNA absorbance 405 nm; activation, % at 8.5 µM; 330,000 tested, 0.11% active;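 active means activation above the mean of all tested compounds plus 3 SD, cut at about 21% in these data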;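 further: 0% = DMSO alone and 100% = DMSO wells spiked with extra 5 µM PC-3 D3A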
Target sequence (P42574 whole entry D9A/D28A/D175A): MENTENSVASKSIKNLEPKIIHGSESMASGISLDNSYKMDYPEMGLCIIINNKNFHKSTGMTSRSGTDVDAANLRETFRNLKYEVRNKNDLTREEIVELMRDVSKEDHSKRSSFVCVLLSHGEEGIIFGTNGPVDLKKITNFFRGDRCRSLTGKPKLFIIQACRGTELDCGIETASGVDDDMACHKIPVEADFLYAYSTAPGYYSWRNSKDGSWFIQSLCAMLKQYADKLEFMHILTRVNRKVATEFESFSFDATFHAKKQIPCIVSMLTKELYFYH
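Assay system: Autoprocessing-dead procaspase-3 D3A mutant enzyme; also added: Ac-DEVD-pNA; doses: one concentration, 8.5 µM nominal, 0.8% DMSO; times: 1 h compound preincubation, 2 h substrate hydrolysis at 25 °C; technique: 405 nm absorbance of p-nitroaniline, reads at 0 and 120 min; measure: % activation between DMSO and enzyme-spiked controls; repeats: single replicate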
PP5 inh = inhibitors of human protein phosphatase 5 (PP5) | P53041 | purified PP5c, OMFP substrate fluorescence | inhibition, % at 6.7 µM | 320,000 tested, 0.18% active | AID 1987;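 active means inhibition above the campaign's mean inhibition across all tested compounds plus 3 SD, cut at about 9.5% in these data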;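 further: 0% = DMSO only and 100% = 100 µM cantharidin control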
Target sequence (P53041 whole entry, looked up): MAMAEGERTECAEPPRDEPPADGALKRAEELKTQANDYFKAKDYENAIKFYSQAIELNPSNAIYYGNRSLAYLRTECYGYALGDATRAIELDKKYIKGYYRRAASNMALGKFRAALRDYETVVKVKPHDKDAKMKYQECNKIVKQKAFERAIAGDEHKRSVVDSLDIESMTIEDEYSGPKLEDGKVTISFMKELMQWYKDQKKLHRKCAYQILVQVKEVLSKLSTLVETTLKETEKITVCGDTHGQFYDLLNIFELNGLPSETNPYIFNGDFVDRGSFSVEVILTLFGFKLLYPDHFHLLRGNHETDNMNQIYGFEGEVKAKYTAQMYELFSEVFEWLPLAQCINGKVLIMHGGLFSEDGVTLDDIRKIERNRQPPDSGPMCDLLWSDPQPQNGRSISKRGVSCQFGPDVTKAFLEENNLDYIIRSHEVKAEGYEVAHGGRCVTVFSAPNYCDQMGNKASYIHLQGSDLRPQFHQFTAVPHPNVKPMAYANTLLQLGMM
TPT1 inh = inhibitors of Candida albicans tRNA 2'-phosphotransferase TPT1; recombinant caTPT1, FP RNA substrate dephosphorylation; inhibition, % at 5 µM; 300,000 tested, 0.81% active; AID 1962;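 active means inhibition above the mean of all tested compounds plus 3 SD, set per screening campaign, cut at about 24% in these data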;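 further: plate controls were DMSO alone for no effect and ferristatin control at 100 nM for full effect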
PP1 inh = PP1-alpha (human) inhibition in PP5 counter-screen. P62136. purified PP1alpha, OMFP fluorescence. inhibition, % at 6.7 µM. 320,000 tested, 0.9% active;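 active means inhibition above the mean inhibition of all tested compounds plus 3 SD, computed separately for each screening campaign, cut at about 15% in these data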
Target sequence (P62136 whole entry, looked up): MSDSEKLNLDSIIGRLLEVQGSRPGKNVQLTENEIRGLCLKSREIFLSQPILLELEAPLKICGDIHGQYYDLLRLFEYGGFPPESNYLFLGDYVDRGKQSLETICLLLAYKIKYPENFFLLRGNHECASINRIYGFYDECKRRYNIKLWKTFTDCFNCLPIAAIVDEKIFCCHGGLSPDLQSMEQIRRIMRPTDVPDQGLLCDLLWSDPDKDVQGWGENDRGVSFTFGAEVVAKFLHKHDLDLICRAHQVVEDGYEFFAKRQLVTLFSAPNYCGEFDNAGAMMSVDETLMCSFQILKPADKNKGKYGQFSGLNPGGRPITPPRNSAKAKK
PAFAH2 FP inh = inhibitors of human PAFAH2 | recombinant PAFAH2, FP-rhodamine activity probe, fluorescence polarization | 340,000 tested, 0.99% active | Q99487 | inhibition, % at 3.39 µM | AID 492956;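 active means inhibition above the mean over all tested compounds plus 3 SD, cut at about 30% in these data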;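 further: inhibitors block probe labeling of enzyme so polarization drops; 0% = enzyme with DMSO and 100% = wells lacking PAFAH2 protein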
* marks the source's active call; other numbers are inactive results; . = no result given.

SMILES | AHR activator | Fh CTSL1 inh | procasp7 counter | core dimer inh | proCasp3 act | PP5 inh | TPT1 inh | PP1 inh | PAFAH2 FP inh
CSCCC(NC(=O)c1ccc(Cl)cc1Cl)C(=O)OC(C)C(=O)NCc1ccco1 (stereo not drawn) | 1.7 | -1.2 | -14.7 | -9.8 | -11.5 | -0.7 | -0.1 | -1.0 | -3.0
CC(=O)Nc1ccc(S(=O)(=O)N(C)CC(=O)NC2CCCC(C)C2C)cc1 (stereo not drawn) | 2.2 | 12.4 | -0.9 | -3.8 | -2.8 | -0.3 | -5.1 | -0.7 | 4.1
CCC(C)NC(=O)c1cc(S(=O)(=O)N2CCCCC2)c[nH]1 (stereo not drawn) | -0.9 | 3.0 | 10.6 | -1.1 | 12.4 | -1.2 | 1.7 | 2.2 | -0.7
CCCCNC(=O)COC(=O)c1ccc(NC(C)=O)cc1 | 0.9 | -1.3 | -0.6 | -1.8 | -2.8 | 0.0 | -4.5 | 0.4 | 69.8*
CCCOc1ccc(Oc2nc(-c3ccncc3)nc3ccccc23)cc1 | 5.8 | 0.6 | 0.7 | -4.3 | 8.3 | 0.9 | -6.1 | -3.7 | -2.5
COc1ccc(-n2nnnc2-c2cnc3cc4c(cc3c2C)OCO4)cc1 | 2.9 | -3.0 | 7.3 | -0.8 | 6.5 | -1.9 | 4.2 | -1.1 | -3.2
COC(=O)C1(C)NC(c2ccc(F)cc2)C2C(=O)N(c3ccccc3)C(=O)C21 (stereo not drawn) | -0.4 | -0.4 | 10.3 | 5.2 | -2.1 | 1.1 | -2.4 | 0.9 | -10.0
COc1ccccc1OCC(=O)Nc1ccc2c(c1)OCO2 | 7.2 | 0.4 | 2.4 | 23.4 | -4.2 | 2.7 | -0.6 | -1.0 | 1.3
O=C(O)CCC(=O)NCCc1cccc(Cl)c1 | 1.8 | -1.1 | 8.7 | -5.3 | 4.2 | -0.2 | -3.2 | 0.1 | 4.5
CSc1ccccc1NC(=O)CN(C)S(=O)(=O)c1ccc(F)cc1 | 3.4 | 0.5 | -5.8 | 3.8 | 0.4 | -0.3 | -1.4 | -3.3 | 4.5
CCCn1c(SCC(=O)/C(C#N)=C(\C)N)n[nH]c1=O | -0.5 | 2.1 | 1.7 | 1.2 | -0.2 | 2.7 | -1.8 | 0.5 | 1.8
COc1ccccc1NC(=O)CSc1nnc(COc2ccc(Cl)cc2)o1 | 4.5 | 4.3 | -0.8 | -5.4 | 13.6 | 1.7 | -2.0 | 0.3 | 0.8
Clc1ccc(-c2nnc(-c3ccccc3Cl)o2)cc1 | 48.6* | -0.9 | 6.8 | 1.8 | -1.3 | 0.5 | -3.8 | -0.3 | -1.5
Cc1c(Cl)c(C(=O)NC2CCCC2)nn1C | 1.1 | -1.8 | 0.7 | 5.8 | -3.3 | -1.9 | -2.1 | 4.5 | 2.4
O=C(Cn1ccc2ccccc2c1=O)NCCC(=O)N1CCN(c2ccccc2)CC1 | -0.7 | -3.3 | -2.2 | -2.5 | -4.0 | 1.0 | -0.6 | 2.7 | 9.0
CC(=O)NC(c1cccc([N+](=O)[O-])c1)c1c(OC(C)=O)ccc2ccccc12 (stereo not drawn) | 0.2 | -6.8 | 7.2 | 0.8 | 6.6 | -0.4 | -2.2 | -0.7 | 7.2
CCOc1ccc(C(=O)N/N=C/c2cc(Cl)ccc2[N+](=O)[O-])cc1 | 29.2 | -0.3 | -4.3 | -9.6 | 4.4 | 0.5 | 1.5 | 0.0 | -9.4
CCOC(=O)C1CCN(C(=O)c2ccc3snnc3c2)CC1 | 0.2 | -0.3 | -2.2 | 5.0 | -2.0 | 0.0 | -2.8 | -3.6 | 0.1
O=C(NNC(=O)C(O)(c1ccccc1)c1ccccc1)C1CC1 | -0.6 | 6.3 | 6.7 | -3.8 | 5.3 | -2.1 | -0.2 | -2.2 | 1.9
O=C(COC(=O)Cn1cnc2ccccc21)Nc1cccc2c1C(=O)c1ccccc1C2=O | 1.4 | -2.2 | 3.0 | 14.4 | 6.8 | 2.2 | -35.1 | -1.2 | 10.8
CCO/C=C1\C(=O)N(c2ccc(OCC)cc2)C(=O)c2ccccc21 | -6.0 | -0.2 | 5.6 | 2.5 | -1.2 | 0.1 | -1.4 | 4.5 | 5.9
CCC1Oc2ccc(C)cc2N(Cc2cccc(C)c2)C1=O (stereo not drawn) | 1.5 | 1.4 | -1.1 | 3.8 | -9.6 | 4.5 | -3.9 | -0.3 | -0.7
COc1ccccc1-c1cc(C(=O)N/N=C\c2cnn(C)c2C)c2ccccc2n1 | 7.1 | 0.7 | 6.9 | -1.3 | 0.3 | 2.0 | -0.1 | 0.7 | 4.1
Cc1nc(-n2nnc3ccccc32)c2c3c(sc2n1)CCCC3 | 10.9 | -1.5 | 8.2 | 2.2 | 6.4 | 2.3 | 0.0 | -3.9 | -0.8
CN(C(=O)Cn1cc([N+](=O)[O-])ccc1=O)C1CCCCC1 | -1.6 | . | 5.8 | . | 11.2 | 3.1 | . | -1.6 | 1.1
Further compounds follow.
SMILES | AHR activator | Fh CTSL1 inh | procasp7 counter | core dimer inh | proCasp3 act | PP5 inh | TPT1 inh | PP1 inh | PAFAH2 FP inh
COc1cc(C(=O)N(Cc2cc3cc(C)ccc3[nH]c2=O)CC2CCCO2)cc(OC)c1OC (stereo not drawn) | 7.4 | 3.8 | -3.8 | -5.3 | -3.9 | -1.7 | -2.3 | -1.1 | -1.9
CC(C)CN(C(=O)COC(=O)c1c2c(nc3ccccc13)CCC2)c1c(N)n(Cc2ccccc2)c(=O)[nH]c1=O | 1.6 | 2.3 | -10.5 | 11.1 | 1.8 | 4.7 | 4.5 | 2.3 | -3.1
CN(C(=O)CSc1nc(-c2ccc(F)cc2)cs1)C1CCS(=O)(=O)C1 (stereo not drawn) | 6.1 | -0.7 | -2.9 | 1.1 | 4.6 | 4.9 | 1.1 | 2.7 | -4.8
O=C(COc1cccc(NC(=O)c2cccc([N+](=O)[O-])c2)c1)c1ccc(Br)cc1 | 3.3 | 2.7 | 6.1 | 21.6 | 2.1 | 3.2 | -2.4 | 2.1 | -10.5
COc1ccc(C(=O)NCC(=O)OCC(=O)NC2CCCCCC2)cc1 | -1.4 | . | 13.5 | . | 8.4 | . | . | . | 13.4
O=C(Cc1ccccc1)NN1C(=O)C2C3C=CC([C@@H]2C1=O)C31CC1 (stereo partly drawn) | 1.5 | -3.1 | 12.1 | -14.9 | -0.1 | 2.2 | -0.5 | -0.5 | -1.3
O=S(=O)(NCC1(N2CCOCC2)CCCCC1)c1ccc(Cl)cc1C(F)(F)F | -0.9 | 4.9 | -1.9 | 5.3 | 1.1 | 1.3 | -0.6 | 3.8 | -4.7
CCCS(=O)(=O)N1CCN(CCN2C(=O)c3cccc4cccc(c34)C2=O)CC1 | -6.2 | -1.9 | 13.0 | 0.2 | 2.4 | -2.3 | -1.0 | -0.4 | 0.4
Cc1cccn2c(=O)c3cc(C(=O)NCCN4CCOCC4)c(=N)n(Cc4cccnc4)c3nc12 | -1.8 | 2.4 | -21.4 | 1.6 | -23.2 | 0.8 | -11.3 | -0.2 | 2.8
COc1ccc(OC)c2[nH]c(=O)c(CCNC(=O)C(=O)c3c(C)[nH]c4ccccc34)cc12 | 10.7 | 4.9 | 16.8 | -1.2 | 8.4 | 0.8 | 1.8 | -1.8 | 5.6
CC(C)(C)OC(=O)CNC(=O)c1[nH]cnc1C(=O)Nc1ccc(CNC(=O)OC(C)(C)C)cc1 | 1.1 | 2.2 | 1.9 | 0.0 | -2.4 | 6.6 | -5.1 | 2.9 | -7.6
Cc1ccc(S(=O)(=O)c2nc(S(C)(=O)=O)sc2N2CC(C)OC(C)C2)cc1 (stereo not drawn) | -0.8 | -0.5 | -4.3 | -1.1 | 9.8 | 1.3 | -1.2 | -0.7 | -3.2
CCCCc1ccc(NC(=O)NCc2ccccn2)cc1 | 6.4 | 1.0 | 7.5 | -5.4 | -0.9 | 2.5 | 1.1 | -1.4 | 1.6
Cc1n[nH]c(=O)c2c(NC(=O)CSc3nc4ccccc4c(=O)n3C(C)C)oc(C)c12 | 18.1 | -0.5 | -5.8 | -0.9 | -7.6 | 0.2 | -0.7 | -1.6 | 1.9
Cc1ccnc(NC(=O)c2cccc(S(=O)(=O)NCc3ccccc3)c2)c1 | 13.1 | -0.9 | 3.2 | -7.0 | 11.5 | 2.4 | 1.6 | 2.6 | -1.8
CC(C)CCOC(=O)C(C)Sc1n[nH]c(=O)[nH]c1=O (stereo not drawn) | 4.4 | -1.8 | 1.5 | 0.9 | -0.6 | 2.6 | -2.5 | -3.0 | 0.2
CCOC(=O)c1cc(C)sc1NC(=O)CN1CCN(C(=O)c2ccco2)CC1 | -1.0 | 4.3 | -8.6 | 7.5 | -6.9 | 3.0 | -2.3 | -10.4 | 4.4
N#CC1=C(N)SC(C(=O)c2ccccc2)C1c1cccs1 (stereo not drawn) | 7.6 | 1.1 | -4.9 | -2.7 | 1.0 | 3.8 | -1.4 | -1.6 | -2.8
COc1ccccc1-c1coc2c(CN3C(C)CCCC3C)c(O)ccc2c1=O (stereo not drawn) | 0.5 | -1.1 | 5.7 | 43.3 | 10.0 | 8.3 | 5.0 | 4.8 | 5.2
COc1cccc2cc(C(=O)C3=C(O)C(=O)N(CCN4CCOCC4)C3c3ccc(Cl)cc3)oc12 (stereo not drawn) | -1.9 | 3.2 | -22.9 | 8.5 | -6.5 | 2.1 | 3.4 | 7.5 | -5.3
CC(C(=O)O)n1nnc2ccccc21 (stereo not drawn) | 1.5 | 5.1 | -19.6 | 0.0 | 1.2 | 5.5 | 0.9 | -1.1 | -8.8
CCCn1c(N)c(C(=O)COC(=O)/C=C/c2ccc(OC(F)F)c(OC)c2)c(=O)[nH]c1=O | -4.1 | . | 14.4 | . | 8.4 | . | . | . | 0.6
COc1nc(-c2ccccc2)cc(C(F)(F)F)n1 | -2.8 | -0.8 | -5.1 | 2.7 | 8.0 | -0.6 | 0.6 | -2.2 | 3.9

Another view of part of the listing above.
SMILES: Cc1cccn2c(=O)c3cc(C(=O)NCCN4CCOCC4)c(=N)n(Cc4cccnc4)c3nc12
  AHR activator: -1.8; Fh CTSL1 inh: 2.4; procasp7 counter: -21.4; core dimer inh: 1.6; proCasp3 act: -23.2; PP5 inh: 0.8; TPT1 inh: -11.3; PP1 inh: -0.2; PAFAH2 FP inh: 2.8
SMILES: COc1ccc(OC)c2[nH]c(=O)c(CCNC(=O)C(=O)c3c(C)[nH]c4ccccc34)cc12
  AHR activator: 10.7; Fh CTSL1 inh: 4.9; procasp7 counter: 16.8; core dimer inh: -1.2; proCasp3 act: 8.4; PP5 inh: 0.8; TPT1 inh: 1.8; PP1 inh: -1.8; PAFAH2 FP inh: 5.6
SMILES: CC(C)(C)OC(=O)CNC(=O)c1[nH]cnc1C(=O)Nc1ccc(CNC(=O)OC(C)(C)C)cc1
  AHR activator: 1.1; Fh CTSL1 inh: 2.2; procasp7 counter: 1.9; core dimer inh: 0.0; proCasp3 act: -2.4; PP5 inh: 6.6; TPT1 inh: -5.1; PP1 inh: 2.9; PAFAH2 FP inh: -7.6

High-throughput results deposited in PubChem BioAssay by The Scripps Research Institute Molecular Screening Center.
